Bioassay records from PubChem.
IL-2 act = IL-2 activation | IL-2 activation reporter assay, cell-based qHTS; stimulated with anti-CD3/CD4/CD28 beads; in transgenic mouse T cells | activation, % (series mostly up to about 46 µM) | actives 0.065% (n = 360,000) | AID 652025; in the data active = activation above about 50%; inconclusive = mostly about 30% to 49%; also: 0% is about no effect
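Screening format: compound pinned onto unstimulated transgenic mouse T cells, 60 min incubation, then anti-CD3/anti-CD4/anti-CD28 bead stimulation for 18 hours at 37 degrees C, followed by EGFP and DsRed detection.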
EPAC2 ag = EPAC2 (human) agonism. Potency, µM (highest dose often 154 µM), inactives show at the highest dose activation, most hits filed as activators. actives 0.079% (n = 360,000). EPAC2 activation, biochemical qHTS; response scale: 100% = 6.5 mM cAMP response. Q8WZA2; also: potency is read from the fitted curve at half-maximal effect; nearly all actives have a fitted effect of over 50% in size
Target sequence (Q8WZA2 whole entry, looked up): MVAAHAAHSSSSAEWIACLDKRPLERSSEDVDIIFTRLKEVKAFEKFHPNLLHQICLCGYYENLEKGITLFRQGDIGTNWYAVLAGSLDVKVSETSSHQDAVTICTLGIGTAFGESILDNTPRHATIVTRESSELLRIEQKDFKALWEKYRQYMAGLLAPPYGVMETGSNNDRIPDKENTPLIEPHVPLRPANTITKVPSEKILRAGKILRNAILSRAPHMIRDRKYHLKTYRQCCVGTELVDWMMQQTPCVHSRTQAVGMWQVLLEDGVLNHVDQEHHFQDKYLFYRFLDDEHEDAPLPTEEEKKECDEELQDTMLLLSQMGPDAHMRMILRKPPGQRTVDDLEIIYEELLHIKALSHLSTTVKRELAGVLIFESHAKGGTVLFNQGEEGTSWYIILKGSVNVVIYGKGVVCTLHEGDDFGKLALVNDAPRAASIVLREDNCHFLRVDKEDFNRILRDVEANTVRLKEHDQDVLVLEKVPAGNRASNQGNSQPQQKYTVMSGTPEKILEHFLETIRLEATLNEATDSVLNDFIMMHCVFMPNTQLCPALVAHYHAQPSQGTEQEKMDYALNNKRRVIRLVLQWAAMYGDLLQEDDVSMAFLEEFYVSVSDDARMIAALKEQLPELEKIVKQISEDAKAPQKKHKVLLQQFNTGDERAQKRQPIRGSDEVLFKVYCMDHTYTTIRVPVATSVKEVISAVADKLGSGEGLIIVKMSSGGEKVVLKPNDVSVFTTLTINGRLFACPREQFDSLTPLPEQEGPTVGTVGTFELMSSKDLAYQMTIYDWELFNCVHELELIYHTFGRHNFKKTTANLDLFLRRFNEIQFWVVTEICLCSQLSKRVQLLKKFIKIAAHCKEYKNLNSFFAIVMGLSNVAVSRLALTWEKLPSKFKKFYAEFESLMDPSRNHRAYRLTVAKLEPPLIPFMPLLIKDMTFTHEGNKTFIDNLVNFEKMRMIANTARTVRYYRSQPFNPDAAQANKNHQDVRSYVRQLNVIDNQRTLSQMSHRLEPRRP
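qHTS, titration series. 100 nM EPAC2 / 250 nM Rap1B-BODIPY-GDP / 50 uM GDP; RT; ex 480/em 540 nm, 5-min reads to 30 min. Norm. to 6.5 mM cAMP = activation.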
PLK1 PBD block = inhibitors of human PLK1 polo-box domain binding. Plk1 PBD binding of FITC phosphopeptide, fluorescence polarization. P53350. actives 2.8% (n = 360,000). AID 720504. Potency, µM, inactives show max response, negative = inhibition, actives largely listed as inhibitors; also: potency is read from the fitted curve at half-maximal effect; series mostly up to about 57 µM; % is scaled to controls: 0 for no effect and ±100 for the full control effect; nearly all actives have a fitted effect of over 65% in size
CCT modulator = changes cytosolic chaperonin activity; purified chaperonin ATPase assay, HTRF ADP detection, 30 min; activity change, % (test concentration not listed), hits read low; actives 0.3% (n = 360,000); AID 651819; in the data active = activity change below about -30%; also: % is scaled to controls: 0 for no effect and ±100 for the full control effect
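TRiC at 40 or 20 nM final (batch-dependent) in 30 mM Tris pH 7.4, 100 mM KCl, 5 mM MgCl2, 1 mM DTT, with compound at single 76 uM and 10 uM ATP, 30 min at 37 deg C. ADP detected by HTRF Transcreener, 665/615 ratio.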
EPAC1 ag = EPAC1 (human) agonism; Potency, µM (doses to about 154 µM), without a hit: at the highest dose activation, most hits filed as activators; EPAC1 agonist qHTS, biochemical assay; response scale: 100% = response to 6.5 mM cAMP; AID 720707; actives 0.073% (n = 360,000); also: potency is read from the fitted curve at half-maximal effect; nearly all actives have a fitted effect of over 60% in size
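Read-out is the fluorescence drop as BODIPY-GDP leaves Rap1B (480 nm excitation, 540 nm emission), recorded every 5 minutes over 30 minutes. Reactions held 100 nM EPAC1, 250 nM Rap1B–BODIPY-GDP and 50 uM GDP, with 6.5 mM cAMP setting full activation.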
PI5P4K alpha inh = blocks human PI5P4K alpha kinase activity | actives 1.2% (n = 330,000) | PI5P4Kalpha enzyme, ADP-Glo luminescence, 60 min; active compounds read low | P48426 | max response, %; active = max response of -50% or lower; inconclusive = between -30% and -50%; inactive = -30% or higher; also: value at the top dose of about 77 µM; % is scaled to controls: 0 for no effect and ±100 for the full control effect
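Compounds were pin-transferred onto PI5P4Kalpha and substrate in HEPES pH 7.4 buffer with EGTA, CHAPS and 5% DMSO. ATP (5 microM final) started the reaction, which ran 60 minutes at room temperature before ADP-Glo detection.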
WRN helicase inh = blocks human WRN helicase | WRN helicase unwinding, fluorescent forked duplex, kinetic | Potency, µM (doses to about 114 µM), inactives show top-dose activity change, negative = inhibition, hits mostly inhibitors | actives 0.46% (n = 360,000) | AID 651768; also: potency is read from the fitted curve at half-maximal effect; % is scaled to controls: 0 for no effect and ±100 for the full control effect; nearly all actives have a fitted effect of over 55% in size
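Enzyme (20 nM final) and test compound sit together 15 min at room temperature before substrate addition. Substrate is a single-forked duplex oligonucleotide (100 nM) labelled with fluorophore and quencher, with 2 mM ATP; helicase unwinding raises red fluorescence, read kinetically.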
EPAC1 antag = antagonists of human EPAC1; Potency, µM (doses to about 115 µM), for the others: top-dose activity change, negative = inhibition, usual class: inhibitors; actives 0.14% (n = 360,000); AID 720709; EPAC1 GEF assay, Rap1b-BODIPY-GDP exchange fluorescence; O95398;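 also: potency is read from the fitted curve at half-maximal effect; plate controls were vehicle for no effect and positive control for full effect; nearly all actives have a fitted effect of over 50% in size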
The depositor's hits bear a star; ? = inconclusive; · = no result given; [ ] = remark or other dose. Unless noted, calls follow the shape of the dose curve; as a rule, active = well fitted curve in the direction sought with a large enough effect; inconclusive = small, poorly fitted or top-dose-only effect, or another doubt; inactive = no such curve, though single readings can be large; an effect the other way counts as inactive or inconclusive. A portion of the library; count on the stated rates, not on these rows.

| Structure | IL-2 act | EPAC2 ag | PLK1 PBD block | CCT modulator | EPAC1 ag | PI5P4K alpha inh | WRN helicase inh | EPAC1 antag |
| --- | --- | --- | --- | --- | --- | --- | --- | --- |
| C=CCn1c(SCc2c(C(=O)OC)sc(N)c2C(=O)OC)nnc1-c1ccc(Br)cc1 | -0.3 | 0% | -10% | -3.2 | 29% | -19 | -34% | -17% |
| O=C(NCc1ccco1)c1csc2c1CCCCC2 | 1.9 | 11% | -7% | -3.8 | 10% | · | -14% | -2% |
| Cc1ccc(CNS(=O)(=O)c2ccc3c(c2)CCN3C(=O)C2CCC2)cc1 | -0.4 | -2% | 7% | 2.1 | -11% | -2 | 3% | -16% |
| CNC(=O)c1ccc(NC(=O)Cc2ccc(S(=O)(=O)N3CCOCC3)s2)cc1 | -2.0 | 2% | 3% | 1.6 | 2% | -3 | -4% | 17% |
| O=C(Nc1ccc2c(c1)OCO2)c1cc(-c2ccc(O)cc2)on1 | -0.4 | 3% | -4% | 2.7 | -3% | 6 | 10% | 15% |
| Cc1onc(-c2ccccc2)c1-c1nnc(COC(=O)c2ccc(O)cc2)o1 | -0.5 | 17% | 2% | -0.5 | 16% | -7 | -9% | -14% |
| COc1ccc(CCn2nnnc2C(c2ccccc2)N2CCN(C)CC2)cc1OC (configuration not stated) | -2.8 | 11% | -5% | -18 | 3% | 7 | -1% | 5% |
| Brc1ccc(-c2cn3nc4c(nc3n2)CCCC4)cc1 | -1.7 | -7% | -25% | 0.0 | 7% | -13 | 13% | -20% |
| Cc1ccc(S(=O)(=O)N2CCN(c3ncnc4ccccc34)CC2)cc1 | 0.5 | 12% | -17% | 0.5 | 11% | 1 | 8% | -16% |
| Cc1csc2c(=O)sc(NC(=O)c3ccco3)nc12 | -0.4 | 4% | -26% | 0.3 | 12% | -5 | 0% | -16% |
| COC(=O)c1sccc1NC(=O)c1ccc(Cl)s1 | -0.1 | 4% | -4% | 1.0 | -2% | · | -5% | 6% |
| COc1ccc(CN2CC(=O)N(c3cc(Cl)ccc3OC)C2=S)cc1OC | 0.5 | 10% | ? | -3.0 | 4% | 1 | -2% | -2% |
| CN(C)C(=O)CNc1ccn2nc(-c3cccc(OCCN4CCOCC4)c3)cc2n1 | 0.2 | 9% | -4% | -0.3 | 5% | -1 | -2% | -1% |
| CNC(=O)c1c(Cl)cnn1-c1ccccc1 | 0.3 | 3% | -3% | 1.7 | -4% | 1 | -4% | -8% |
| O=C(c1ccc(OC2CCN(CCc3ccccc3)CC2)cc1)N1CCCC1 | -1.1 | 7% | -2% | 2.3 | 2% | 0 | -32% | 17% |
| O=[N+]([O-])c1cccc(/C([O-])=C(/C(=S)Nc2ccccc2F)[n+]2ccccc2)c1 | 1.7 | 6% | -15% | 1.5 | 12% | -1 | -3% | 4% |
| Cc1ccccc1C(=O)Nc1scc(-c2ccc(Br)cc2)c1C(=O)O | -1.4 | -12% | 21µM* | -2.1 | 4% | ? | ? | 1% |
| O=C(O)C1CC(=O)N(CCc2c[nH]c3ccccc23)C1 (configuration not stated) | 1.0 | -7% | -2% | -2.2 | 0% | -13 | 7% | -4% |
| COc1cc(/C=N/Nc2cc(C)nc(NS(=O)(=O)c3ccccc3)n2)ccc1O | 0.8 | 1% | -2% | -0.1 | 4% | -17 | ? | -18% |
| COc1ccc(/C=N/Nc2ccc(C(F)(F)F)cc2[N+](=O)[O-])cc1 | 1.3 | -8% | 0% | 0.1 | 3% | 0 | 8% | 10% |
| Cc1ccc(S(=O)(=O)NC2CC(=O)N(c3ccc4c(c3)OCCO4)C2)cc1 (configuration not stated) | -1.0 | -6% | -6% | 2.5 | ? | 2 | -11% | ? |
| CN(C)S(=O)(=O)c1cccc(NC(=S)NC(=O)C2CCCCC2)c1 | -3.9 | 5% | -7% | 2.0 | 9% | 2 | -5% | -4% |
| COc1ccccc1C(O)P(=O)(OCC(C)C)c1ccc(N(C)C)cc1 (configuration not stated) | -0.9 | 13% | -5% | -2.1 | -6% | -7 | 0% | 9% |
| Cn1c(=O)[nH]c(NC2CCCCC2)c(N=O)c1=O | -2.5 | 1% | -21% | 0.6 | 2% | 2 | -13% | -20% |
| Cc1cccc(CN2CCC(n3nccc3NC(=O)CCCc3ccccc3)CC2)c1 | -2.7 | 0% | 0% | -1.0 | -5% | -3 | 3% | 8% |

The last five records of the part before are carried over, then new ones follow:
| Structure | IL-2 act | EPAC2 ag | PLK1 PBD block | CCT modulator | EPAC1 ag | PI5P4K alpha inh | WRN helicase inh | EPAC1 antag |
| --- | --- | --- | --- | --- | --- | --- | --- | --- |
| Cc1ccc(S(=O)(=O)NC2CC(=O)N(c3ccc4c(c3)OCCO4)C2)cc1 (configuration not stated) | -1.0 | -6% | -6% | 2.5 | ? | 2 | -11% | ? |
| CN(C)S(=O)(=O)c1cccc(NC(=S)NC(=O)C2CCCCC2)c1 | -3.9 | 5% | -7% | 2.0 | 9% | 2 | -5% | -4% |
| COc1ccccc1C(O)P(=O)(OCC(C)C)c1ccc(N(C)C)cc1 (configuration not stated) | -0.9 | 13% | -5% | -2.1 | -6% | -7 | 0% | 9% |
| Cn1c(=O)[nH]c(NC2CCCCC2)c(N=O)c1=O | -2.5 | 1% | -21% | 0.6 | 2% | 2 | -13% | -20% |
| Cc1cccc(CN2CCC(n3nccc3NC(=O)CCCc3ccccc3)CC2)c1 | -2.7 | 0% | 0% | -1.0 | -5% | -3 | 3% | 8% |
| O=C(Oc1ccccc1C(=O)Nc1ccccc1)c1ccccc1Br | -3.0 | 20% | -19% | -0.4 | 2% | 3 | -4% | -25% |
| CC(=O)NC(C)(c1ccccc1)c1nc(-c2cccc(C#N)c2)cs1 (configuration not stated) | -0.5 | 8% | -9% | -1.3 | 3% | 2 | 2% | -6% |
| CCOc1ccc(S(=O)(=O)NCCC(=O)NCC(c2ccc(OC)cc2)N2CCCC2)cc1 (configuration not stated) | -0.1 | 5% | 3% | -1.3 | 6% | 3 | -3% | -15% |
| O=C(Nc1ccc(Cl)cc1)c1ccc2c(=O)n3c(nc2c1)CCCCC3 | 0.4 | -2% | -8% | -0.4 | -6% | -3 | -4% | -11% |
| COc1ccc(OC)c(S(=O)(=O)Nc2cccc(O)c2)c1 | -3.2 | 4% | 2% | -2.3 | -11% | -7 | 4% | 3% |
| S=C(NCc1ccco1)N1CCN(Cc2ccco2)CC1 | -1.3 | 11% | -4% | -0.6 | 2% | · | 2% | -16% |
| Cc1cc(N(C)C)cc(C)c1N=Nc1cc[n+]([O-])cc1 | -1.9 | -4% | -5% | 0.0 | -7% | -6 | -3% | -15% |
| O=C(Nc1cccc2ccccc12)N1CCN(Cc2ccc3c(c2)OCO3)CC1 | 0.4 | 3% | -6% | -2.2 | 5% | · | -1% | 16% |
| COc1ccc(-n2c(C)cc(C=O)c2C)cc1Cl | -1.0 | -6% | -1% | 0.2 | 0% | 2 | 7% | 3% |
| O=C(CCCc1ccccc1)NCCc1ccc(F)cc1 | 1.0 | 6% | -14% | -0.6 | -3% | -4 | -28% | -3% |
| COc1ccc(NS(=O)(=O)c2cc(NC(=O)CC(C)(C)C)ccc2N2CCCC2)cc1 | -0.3 | 9% | -2% | -0.7 | -12% | 0 | 0% | -4% |
| CN(CC(=O)Nc1ccc(N2CCOCC2)cc1)C(=O)C1CCCC1 | 0.7 | 4% | -13% | 1.6 | 1% | 2 | 0% | -3% |
| CCN(CC(=O)NC1CC1)S(=O)(=O)c1ccc(C)cc1 | -1.7 | 0% | -13% | -4.9 | 2% | -2 | -1% | -10% |
| O=C(NCCc1ccc(Cl)cc1)C1CCN(S(=O)(=O)N2CCCCC2)CC1 | -2.0 | -1% | -3% | 0.7 | 3% | · | 0% | -2% |
| NC(=O)CS(=O)(=O)c1ccc(Cl)cc1 | 0.0 | 3% | -2% | -0.3 | 6% | -1 | -6% | 7% |
| CN1C(=O)c2oc3ccccc3c(=O)c2C1c1ccncc1 (configuration not stated) | -4.2 | 23% | 27µM* | -0.6 | -8% | 0 | -23% | -6% |
| Cc1ccc(C)c(S(=O)(=O)NCc2cccnc2)c1 | -3.1 | -2% | -7% | 2.2 | -4% | · | 17% | 4% |
| C#CCN(C[C@H]1[C@H](OC(=O)NCc2ccc(OC)c(OC)c2)[C@H](OC(=O)NCc2ccc(OC)c(OC)c2)C[C@H]2C(=O)N(c3ccccc3)C(=O)[C@@H]12)S(=O)(=O)c1ccc(C)cc1 | -1.0 | 11% | -4% | 0.9 | -17% | -5 | -2% | -7% |
| C=CCNC(=O)COc1coc(CN2CCN(C(=O)c3ccco3)CC2)cc1=O | 1.1 | -3% | -9% | -3.2 | -5% | -5 | -15% | 4% |
| O=C(Cn1cc(C(=O)c2ccco2)c2ccccc21)NC1CCCCC1 | -0.6 | -15% | -17% | -8.4 | 0% | -8 | -8% | -7% |
| COc1ccc(NC(=S)NCc2cccn2C)cc1 | -3.6 | 13% | ? | 1.2 | 14% | -4 | -2% | 9% |
| O=C(CCNC(=O)c1ccccc1Cl)NCC12CC3CC(CC(C3)C1)C2 | 6.3 | 10% | -9% | -1.0 | 1% | -7 | -35%[57.1 µM] | -6% |
| Cc1ccc(C(=O)C2=C(O)C(=O)N(Cc3cccnc3)C2c2cccc([N+](=O)[O-])c2)o1 (configuration not stated) | 0.7 | -1% | -13% | -5.1 | 2% | -4 | -18% | 0% |
| Cc1cc(/C=N/NC(=O)c2ccccc2F)c(C)n1-c1ccccc1 | 0.6 | 2% | 1% | -1.1 | -7% | -9 | 2% | -12% |
| CCCCN(C)CCCNC(=O)Cn1c(=O)sc2ccccc21 | -1.2 | 0% | -4% | -1.2 | -3% | -6 | 0% | 13% |
